From PubChem
APEX1 inh: APE1 (human) endonuclease inhibition; P27695; recombinant APE1, TAMRA/BHQ-2 abasic DNA cleavage fluorescence; Potency, µM (titrated, usually from 65.8 µM), without a hit: top-dose activity change, negative = inhibition, usual class: inhibitors; hit rate 0.35% among 350,000; AID 2517;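 also: plate controls were vehicle for no effect and reference inhibitor for full effect; nearly all actives have a fitted effect of over 55% in size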
Target sequence (P27695 whole entry, looked up): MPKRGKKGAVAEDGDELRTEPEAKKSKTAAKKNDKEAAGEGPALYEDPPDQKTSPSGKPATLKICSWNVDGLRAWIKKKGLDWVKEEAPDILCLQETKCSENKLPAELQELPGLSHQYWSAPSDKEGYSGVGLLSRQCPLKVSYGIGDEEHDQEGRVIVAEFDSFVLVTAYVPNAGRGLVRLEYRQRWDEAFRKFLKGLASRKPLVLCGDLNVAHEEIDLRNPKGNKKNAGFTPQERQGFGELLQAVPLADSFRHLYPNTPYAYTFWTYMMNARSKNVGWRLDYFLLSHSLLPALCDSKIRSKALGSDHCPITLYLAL
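Step 1: APE1 (0.75 nM) with compound, 15 min RT. Step 2: add 50 nM fluorophore/quencher THF duplex. Step 3: three fluorescence reads 60 s apart (525/598 nm); read 3 minus read 1 = reaction progress.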
BLM helicase inh: blocks DNA unwinding by human BLM helicase | hit rate 0.2% among 350,000 | Potency, µM (titrated, usually from 56.1 µM), for inactives: top-dose activity change, negative = inhibition, usual class: inhibitors | AID 2528 | recombinant BLM DNA unwinding, fluorescence dequenching;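 also: plate controls were vehicle for no effect and no enzyme for full effect; nearly all actives have a fitted effect of over 35% in size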
Pol beta inh: DNA polymerase beta (human) inhibition; Pol beta primer extension/strand displacement, fluorescence kinetic; Potency, µM (highest dose often 114 µM), inactives show top-dose activity change, negative = inhibition, most hits filed as inhibitors; hit rate 1.3% among 340,000; AID 485314; also: % is scaled to controls: 0 for no effect and ±100 for the full control effect
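Values derive from four-parameter Hill fits of normalized kinetic data: reads at 0 and 10 min following addition of 50 nM substrate to 10 nM Pol beta preincubated 15 min with compound.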
G9a block: G9a (human) methyltransferase inhibition; Potency, µM (highest dose often 102 µM), without a hit: top-dose activity, negative = inhibition, actives largely listed as inhibitors; hit rate 8.8% among 350,000; Q96KQ7; AID 504332; G9a H3K9 monomethylation, AlphaScreen, 2 h; also: % is scaled to controls: 0 for no effect and ±100 for the full control effect; nearly all actives have a fitted effect of over 75% in size
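Signal arises when biotinylated H3K9 peptide, once monomethylated, bridges streptavidin donor and antibody-captured acceptor beads. Enzyme at 20 nM was preincubated 15 min with test compounds; peptide 500 nM and SAM 20 uM then reacted for 2 h.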
Pol eta inh: blocks human DNA polymerase eta activity | Q9Y253 | hit rate 1.2% among 390,000 | recombinant Pol eta, fluorescent DNA replication assay | Potency, µM (top dose mostly 114 µM), inactives show at the top dose activity change, negative = inhibition, most hits filed as inhibitors | AID 588591; also: % is scaled to controls: 0 for no effect and ±100 for the full control effect
Target sequence (Q9Y253 whole entry, looked up): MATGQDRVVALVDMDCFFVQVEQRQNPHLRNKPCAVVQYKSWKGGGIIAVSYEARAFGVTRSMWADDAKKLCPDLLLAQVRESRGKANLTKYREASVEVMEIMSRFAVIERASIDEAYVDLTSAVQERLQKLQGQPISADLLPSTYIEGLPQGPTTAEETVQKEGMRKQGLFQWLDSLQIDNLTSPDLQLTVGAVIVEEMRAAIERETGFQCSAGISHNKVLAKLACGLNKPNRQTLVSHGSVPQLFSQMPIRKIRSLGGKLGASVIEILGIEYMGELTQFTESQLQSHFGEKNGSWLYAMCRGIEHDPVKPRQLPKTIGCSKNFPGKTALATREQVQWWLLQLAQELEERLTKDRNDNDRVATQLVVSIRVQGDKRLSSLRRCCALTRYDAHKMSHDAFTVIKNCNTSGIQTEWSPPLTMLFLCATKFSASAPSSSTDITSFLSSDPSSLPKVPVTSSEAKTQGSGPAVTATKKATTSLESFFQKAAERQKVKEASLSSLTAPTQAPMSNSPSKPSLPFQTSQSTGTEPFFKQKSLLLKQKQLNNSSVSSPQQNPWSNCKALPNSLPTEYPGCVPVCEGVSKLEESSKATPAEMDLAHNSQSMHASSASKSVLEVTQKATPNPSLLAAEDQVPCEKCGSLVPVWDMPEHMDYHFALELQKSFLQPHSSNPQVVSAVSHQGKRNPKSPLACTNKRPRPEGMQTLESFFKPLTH
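Fluorescent replication assay: 50 nM final substrate added after a 15 min room-temperature compound preincubation with 10 nM enzyme. Signal taken at 0 min and again at 10 min.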
BAZ2B block: BAZ2B (human) inhibition. hit rate 4.4% among 360,000. Potency, µM (doses to about 114 µM), for the others: at the top dose activity change, negative = inhibition, hits mostly inhibitors. AID 504333. Q9UIF8. AlphaScreen BAZ2B-H3K14Ac peptide displacement; also: % is scaled to controls: 0 for no effect and ±100 for the full control effect; nearly all actives have a fitted effect of over 60% in size
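Multi-concentration screen (max 110 uM) measuring displacement of acetylated histone H3 peptide from BAZ2B by AlphaScreen, using 50 nM protein, 50 nM peptide and 10 ug/mL streptavidin donor plus Ni-chelate acceptor beads.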
POLK inh: inhibitors of human DNA polymerase kappa; Q9UBT6; hit rate 0.53% among 400,000; purified Pol kappa, fluorescent DNA synthesis assay, 10 min; Potency, µM (top dose mostly 107 µM), for inactives: top-dose activity, negative = inhibition, hits mostly inhibitors; AID 588579; also: % is scaled to controls: 0 for no effect and ±100 for the full control effect
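10 nM Pol kappa preincubated 15 min at room temperature with compounds, then reaction started with substrate at 50 nM final. Fluorescence read kinetically at 0 and 10 min; buffer-only wells served as negative control.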
POLI inh: inhibitors of human DNA polymerase iota | Potency, µM (series often up to 115 µM), for the others: top-dose activity, negative = inhibition, usual class: inhibitors | Pol iota fluorescent replication assay, 10 min | hit rate 1% among 390,000 | Q9UNA4
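Pol iota at 10 nM preincubated 15 min with compounds at room temperature; reaction started with fluorescent substrate, 50 nM final. Fluorescence read kinetically at 0 and 10 min; buffer-only wells as negative control.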
Apoferritin bind: binds horse apoferritin like a general anesthetic. apoferritin/1-aminoanthracene competitive binding, fluorescence. P02791. hit rate 0.074% among 350,000. AID 485281. Potency, µM (titrated, usually from 77.5 µM), inactives show top-dose activity change, negative = displacement, actives largely listed as inhibitors; also: % is scaled to controls: 0 for no effect and ±100 for the full control effect; nearly all actives have a fitted effect of over 20% in size
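Steps: apoferritin (10 uM) was premixed with half-saturated 1-AMA in PBS, compounds were pin-transferred, plates stood 10 min at room temperature, fluorescence was read at 380/535 nm, and curves were fitted with a Hill equation.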
Numbers without * were called inactive; u = inconclusive; x = no result given; & = joins results of further samples; [ ] = remark or other dose. Calls follow the shape of the dose curve; as a rule, active = well fitted curve in the direction sought with a large enough effect; inconclusive = small, poorly fitted or top-dose-only effect, or another doubt; inactive = no such curve, though single readings can be large; an effect the other way counts as inactive or inconclusive. Potency is read from the fitted curve at half-maximal effect.

The opening nine records, ahead of the listing:
Second line of a record: APEX1 inh, BLM helicase inh, Pol beta inh, G9a block, Pol eta inh, BAZ2B block, POLK inh, POLI inh, Apoferritin bind
1. CCOC(=O)c1c(NC(=O)c2ccc(S(=O)(=O)N(C)CC3CCCO3)cc2)sc2c1CC(C)(C)NC2(C)C (stereo not drawn)
 : -7%, -6%, 11%, 70%[activator], -7%, -17%, 0%, 9%, -15%
2. Cc1ccc(Nc2nc(N)c([N+](=O)[O-])c(N3CCCC(C)C3)n2)cc1C (stereo not drawn)
 : 3%, -22%, -11%, 20µM*, -13%, u, -7%, 159%[activator], u
3. CCOc1ccc(NC(=O)CN2CCCC2c2cccs2)cc1S(=O)(=O)N1CCCC1 (stereo not drawn)
 : 2%, x, x, -5%[12.7 µM], -20%, -21%, -3%, 38%[activator], x
4. S=c1[nH]nc(-c2cc(-c3ccccc3)n[nH]2)n1/N=C/c1cccs1
 : -1%, -1%, u, 1.6µM*, -7%, -27%, -3%, 28%, -2%
5. C#CCOCCOCCOCCNc1nc(N2CCN(C(=O)[C@H](CCC(=O)O)n3cc(C(N)Cc4ccc(O)cc4)nn3)CC2)nc(N2CCN(C(=O)[C@H](Cc3ccc(O)cc3)n3cc(C(N)CC(C)C)nn3)CC2)n1 (stereo partly drawn)
 : u, 3%, -10%, u, x, 35µM*, x, x, -5%
6. O=C(Nc1ccc(Cl)c(Cl)c1)Nc1ccc(N2CCCC2)c(S(=O)(=O)Nc2ccccc2Cl)c1
 : u, -7%, 17%, 3%[59 µM], -11%, -6%, -3%, 14%, 5%
7. COc1ccc(-c2nc(N)n(C(=O)c3ccccc3)n2)cc1
 : 4%, -4%, 6%, -26%, -9%, -21%, 0%, 85%[activator], -7%
8. CC1CC(C)CN(CCCNC(=O)CCC(=O)N2CCOc3ccccc32)C1 (stereo not drawn)
 : 29%, -1%, -1%, 12%, -8%, 2%, -13%, -18%, -11%
9. O=C(CNC(=O)c1sc2ccccc2c1Cl)OCc1ccccc1
 : -27%, -9%, 3%, 76%[activator], -5%, 22%, -14%, 8%, u

Results, repeating the preview:
Second line of a record: APEX1 inh, BLM helicase inh, Pol beta inh, G9a block, Pol eta inh, BAZ2B block, POLK inh, POLI inh, Apoferritin bind
1. CCOC(=O)c1c(NC(=O)c2ccc(S(=O)(=O)N(C)CC3CCCO3)cc2)sc2c1CC(C)(C)NC2(C)C (stereo not drawn)
 : -7%, -6%, 11%, 70%[activator], -7%, -17%, 0%, 9%, -15%
2. Cc1ccc(Nc2nc(N)c([N+](=O)[O-])c(N3CCCC(C)C3)n2)cc1C (stereo not drawn)
 : 3%, -22%, -11%, 20µM*, -13%, u, -7%, 159%[activator], u
3. CCOc1ccc(NC(=O)CN2CCCC2c2cccs2)cc1S(=O)(=O)N1CCCC1 (stereo not drawn)
 : 2%, x, x, -5%[12.7 µM], -20%, -21%, -3%, 38%[activator], x
4. S=c1[nH]nc(-c2cc(-c3ccccc3)n[nH]2)n1/N=C/c1cccs1
 : -1%, -1%, u, 1.6µM*, -7%, -27%, -3%, 28%, -2%
5. C#CCOCCOCCOCCNc1nc(N2CCN(C(=O)[C@H](CCC(=O)O)n3cc(C(N)Cc4ccc(O)cc4)nn3)CC2)nc(N2CCN(C(=O)[C@H](Cc3ccc(O)cc3)n3cc(C(N)CC(C)C)nn3)CC2)n1 (stereo partly drawn)
 : u, 3%, -10%, u, x, 35µM*, x, x, -5%
6. O=C(Nc1ccc(Cl)c(Cl)c1)Nc1ccc(N2CCCC2)c(S(=O)(=O)Nc2ccccc2Cl)c1
 : u, -7%, 17%, 3%[59 µM], -11%, -6%, -3%, 14%, 5%
7. COc1ccc(-c2nc(N)n(C(=O)c3ccccc3)n2)cc1
 : 4%, -4%, 6%, -26%, -9%, -21%, 0%, 85%[activator], -7%
8. CC1CC(C)CN(CCCNC(=O)CCC(=O)N2CCOc3ccccc32)C1 (stereo not drawn)
 : 29%, -1%, -1%, 12%, -8%, 2%, -13%, -18%, -11%
9. O=C(CNC(=O)c1sc2ccccc2c1Cl)OCc1ccccc1
 : -27%, -9%, 3%, 76%[activator], -5%, 22%, -14%, 8%, u
10. CCOC(=O)Cc1csc(N/N=C/c2ccc(Cl)cc2)n1
 : -3%, -4%, 2%, x, -10%, -1%, -2%, 0%[58.9 µM], 4%
11. COc1cc(NC(=O)C2CCCN(S(=O)(=O)c3cn(C)cn3)C2)cc(OC)c1 (stereo not drawn)
 : x, 0%, 30%, 17%[59 µM], -18%, -5%, 5%[60.1 µM], 10%, 4%
12. COc1ccc(NC(=O)C(c2ccccc2)N2Cc3ccccc3C2=O)cc1 (stereo not drawn)
 : x, -3%, -20%, -6%[59 µM], -12%, -16%, -11%[60.1 µM], u, 1%
13. Cc1cccc(NC(=O)COc2ccc(/C=N\n3cnnc3)cc2)c1
 : 6%, -12%, -1%, -10%, -2%, -3%, -14%, -11%, -9%
14. Cc1nc(N)c(C#N)c(-c2cccnc2)c1C
 : -6%, 0%, 2%, -9%[59 µM], -13%, 0%, 10%, 5%, -7%
15. COc1ccc(N2CCN(CCCNC(=O)c3cc4sccc4n3C)CC2)cc1
 : -2%, 1%, 21%, 14µM*, -6%, 40µM*, -13%, 22%, -19%
16. COc1ccc(S(=O)(=O)Nc2ccc3c(c2)CCCN3S(=O)(=O)c2ccc(C)cc2)cc1F
 : x, -6%, -2%, -1%[12.7 µM], -27%, u, -13%[60.1 µM], 27%, 34%[activator]
17. COCCCNC(=O)C1CC(=O)OC1c1ccc(OC)c(OC)c1 (stereo not drawn)
 : 14%, -4%, 14%, u, -1%, -4%, -4%, 5%, -13%
18. Cc1ccccc1OCC(O)CN1CCN(c2ccc(Cl)cc2)CC1 (stereo not drawn)
 : 3%, -10%, 31%, -18%, -23%, -34%, -14%, -9%, 5%
19. Cn1nc(-c2ccc(C(=O)Nc3cccnc3)cc2)c2ccccc2c1=O
 : 4%, -3%, -5%, -30%[12.7 µM], -14%, -2%, -3%, 0%, -2%
20. CN(C)c1ccc(-c2cccc(C3CC=CC4C3C(=O)N(Cc3ccccc3)C4c3ccc4ccccc4c3)c2)cc1 (stereo not drawn)
 : 0%&6%, 2%&-2%, -19%, 1%[59 µM], -7%, -26%, 3%&-5%, 18%&-10%, -1%&0%
21. CCOC(=O)C1=C(Nc2ccccc2)CC(C)(O)C(C(=O)OCC)C1c1ccc(Cl)cc1 (stereo not drawn)
 : 4%, -15%, 12%, -13%[59 µM], -25%&-29%, -14%, -12%&-9%, 3%&30%, -8%
22. Cc1ccc(CCNC(=O)C2CCCN(c3ncnc4c3nc3n4CCCCC3)C2)cc1 (stereo not drawn)
 : 72%[activator], -6%, -1%, 9%, -12%, -6%, 9%, 5%, -5%
23. CC(Oc1ccc(Cl)cc1Cl)c1nc(-c2ccccn2)no1 (stereo not drawn)
 : -2%, -4%, 4%, 1%[12.7 µM], -20%, 24%, -10%, 7%, u
24. CC(C)CCNC(=O)C1CC(c2ccccc2C(F)(F)F)=NO1 (stereo not drawn)
 : u, -3%, 0%, -49%[59 µM], -11%, 4%, 1%, 6%, 0%
25. Cc1noc(C)c1NC(=O)N(C)C[C@H]1Oc2c(NS(=O)(=O)c3cn(C)cn3)cccc2C(=O)N([C@H](C)CO)C[C@@H]1C
 : -5%, x, x, x, -12%, x, -7%, -8%, x
26. Cc1ccc(C(C)C)c(OCCNS(C)(=O)=O)c1
 : 2%, 1%, 25%, 15%[59 µM], -11%, 2%, -1%, 12%, -11%
27. CC(C)OC(=O)N(C)c1ccc(C(O)(C(F)(F)F)C(F)(F)F)cc1
 : 24%, -9%, -3%, 5%[12.7 µM], -16%, 10%, -12%, 27%, u
28. Cc1cccc(NC(=O)C2CCN(S(=O)(=O)c3c(C)[nH]c(=O)[nH]c3=O)CC2)c1
 : 3%, 0%, -18%, 15%, -8%, -5%, -2%, 7%, -3%
29. COc1cc(-c2[nH]ncc2CN2CCSCC2)cc(OC)c1OC
 : 1%, 0%, 6%, -3%, 5%, -3%, -13%, 13%, 1%
30. Cc1cnc(C(=O)OC(C)C(=O)NC2CCCc3ccccc32)cn1 (stereo not drawn)
 : -4%, x, x, -2%, -2%, 2%, 4%, 12%, x
31. CCOC(=O)NCc1ccc(Cl)c(Cl)c1
 : 1%, -1%, -12%, -3%[59 µM], -15%, 9%, 3%, 16%, -14%
32. CCN(C(=O)Cn1cnc2onc(-c3ccc(F)cc3)c2c1=O)c1ccc(OC)cc1
 : x, -6%, -16%, -20%[59 µM], -14%, 7%[57.1 µM], -8%, 11%, u
33. CCCSc1ncc(Cl)c(C(=O)Nc2nc3ccc(OCC)cc3s2)n1
 : x, 0%, 1%, 0%[59 µM], x, -1%, 9%, 14%, 218%[activator]
34. CN1C2C=C(N(CCc3c[nH]c4ccccc34)C(=O)c3ccc(Cl)cc3)CC1CC2 (stereo not drawn)
 : 1%, 2%, -14%, u, 3%, u, -2%, 3%, -15%
35. Cc1cc(SCc2ccccc2F)nc(=O)[nH]1
 : -6%, -12%, u, 21%, 1%, u, 2%, 10%, -13%
36. Cc1cc(C(=O)Nc2nc3c(s2)CCCC3)no1
 : -3%, 1%, -11%, -7%[12.7 µM], 1%, -32%, 8%, 16%, -14%
37. O=C(COC(=O)C1=Cc2ccccc2OC1)NCc1ccccc1
 : 3%, x, x, -9%, -3%, 1%, -8%, 22%, x
38. CN(C)S(=O)(=O)c1ccc(C(=O)OCc2nnc(-c3ccccc3)o2)cc1
 : 24%, -1%, 0%, 9%, -12%, 1%, 4%, 63%[activator], -17%

Not all compounds are listed; count on the stated rates, not on these rows.
